MCF10A rerep = inducers of DNA re-replication in MCF 10A breast cells. MCF 10A DNA re-replication, Hoechst nuclear intensity, 48 h. Potency, µM (highest dose often 46.1 µM), for the others: at the highest dose activity, positive = re-replication, actives largely listed as activators. 2.9% of 350,000 active; also: potency is read from the fitted curve at half-maximal effect; % of control where 0% means no effect; nearly all actives have a fitted effect of over 50% in size
IL-1B inflam inh = blocks inflammasome-driven IL-1 beta release; THP-1 LPS/ATP IL-1B secretion, AlphaLISA, 16 h; active compounds read low; AID 743279; activity change, % at 57.5 µM; 4.7% of 360,000 active; in the data active = activity change below about -50%; inconclusive = mostly about -30% to -49%; also: % is scaled to controls: 0 for no effect and ±100 for the full control effect
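THP-1 cells pretreated 1 hr with compounds (up to 57.5 uM final), then stimulated with LPS (250 ng/mL final) plus ATP (1.25 mM final); secreted IL-1B measured by AlphaLISA after 16 hr, decreased signal indicating inhibition.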
KB-3-1 tox = kills parental KB-3-1 adenocarcinoma cells | KB-3-1 viability, CellTiter-Glo ATP luminescence, 72 h | Potency, µM (titrated, usually from 46.1 µM), without a hit: at the top dose activity change, negative = cytotoxic, hits mostly cytotoxic | 1.4% of 400,000 active; also: potency is read from the fitted curve at half-maximal effect; % is scaled to controls: 0 for no effect and ±100 for the full control effect; nearly all actives have a fitted effect of over 60% in size
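KB-3-1 parental drug-naive adenocarcinoma cells in DMEM/10% FBS, incubated 72 h at 37 C with pin-transferred compounds across a concentration series. Viability by CellTiter-Glo luminescence; concentration-response curves fitted after normalization.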
DRD3 agonist = D3 dopamine receptor (human) agonism | P35462 | D3R DiscoveRx beta-arrestin cells, luminescence, 90 min | max activation, % | 0.58% of 410,000 active; in the data active = max activation above about 30%; also: 0% is about no effect; mostly tested at two doses, the higher about 12 µM
Target sequence (P35462 whole entry, looked up): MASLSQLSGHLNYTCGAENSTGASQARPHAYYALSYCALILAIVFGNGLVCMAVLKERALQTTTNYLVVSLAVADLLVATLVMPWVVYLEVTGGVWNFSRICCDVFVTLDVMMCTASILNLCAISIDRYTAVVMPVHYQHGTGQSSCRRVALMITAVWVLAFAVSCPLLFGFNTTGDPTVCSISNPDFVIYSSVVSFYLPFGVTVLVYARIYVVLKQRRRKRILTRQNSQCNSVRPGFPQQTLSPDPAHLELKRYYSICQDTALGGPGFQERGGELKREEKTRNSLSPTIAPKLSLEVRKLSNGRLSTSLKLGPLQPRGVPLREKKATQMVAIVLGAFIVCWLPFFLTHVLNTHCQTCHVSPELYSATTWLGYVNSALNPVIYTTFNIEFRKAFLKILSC
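Agonist-mode cell screen: cells plated at 1500/well and incubated overnight at 37 °C, then exposed to library compounds for 90 min at 37 °C. Detection reagent was added for 30–60 min at room temperature, and luminescence was read.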
HT1080 IDH1KD tx = toxicity to HT-1080 IDH1 knockdown cells (counter line). HT-1080 IDH1 knockdown viability, ATP luminescence, 48 h. Potency, µM (titrated, usually from 46.1 µM), without a hit: at the highest dose activity, negative = toxicity, actives largely listed as cytotoxic. 2% of 360,000 active. AID 686971;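 also: potency is read from the fitted curve at half-maximal effect; 0% = DMSO wells and -100% = cell-free medium wells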
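Assay cells: HT-1080 with IDH1 knockdown, 750 per well, RPMI/5% FBS. Exposure: 48 h at 37 °C following 2 h pre-incubation. Read: CellTiter-Glo luminescence; fitted concentration-response, curve class assigned.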
KB-V1 MDR tox = kills drug-selected multidrug resistant KB-V1 cells; KB-V1 MDR cells viability, CellTiter-Glo, 72 h; 3.4% of 400,000 active; Potency, µM (doses to about 46.1 µM), for the others: at the highest dose activity change, negative = cytotoxicity, usual class: cytotoxic; also: potency is read from the fitted curve at half-maximal effect; % is scaled to controls: 0 for no effect and ±100 for the full control effect; nearly all actives have a fitted effect of over 60% in size
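Luminescent ATP read-out (CellTiter-Glo, 10 min) measures survival of drug-selected KB-V1 MDR cells after 72 h, 37 degrees C compound exposure. Medium: phenol-red-free DMEM, 10% FBS. Values from fitted concentration-response curves.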
HT1080NT lethal = kills 2HG-producing HT-1080-NT fibrosarcoma cells; HT-1080-NT fibrosarcoma viability, CellTiter-Glo ATP luminescence, 48 h; Potency, µM (titrated, usually from 46.1 µM), inactives show at the top dose activity, negative = less viability, usual class: cytotoxic; 1.6% of 360,000 active;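 also: NT is the 2HG producing partner of a matched IDH1 knockdown line; potency is read from the fitted curve at half-maximal effect; 0% = DMSO-treated cells and -100% = media-only wells without cells; nearly all actives have a fitted effect of over 55% in size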
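750 cells/well, RPMI + 5% FBS; 2 h settle, compound pin-transfer, 48 h at 37 degrees C. CellTiter-Glo 10 min RT, luminescence. Normalized to DMSO and media-only wells.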
HEK293 tox = cytotoxicity counter-screen for GLP-1 receptor inverse agonists | Potency, µM (titrated, usually from 38.3 µM), for inactives: top-dose activity change, negative = inhibition, hits mostly inhibitors | HEK293 cAMP-luciferase reporter cells, luminescence, 24 h | 0.13% of 410,000 active;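 also: loss of luciferase light is scored as toxicity; potency is read from the fitted curve at half-maximal effect; % is scaled to controls: 0 for no effect and ±100 for the full control effect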
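Quantitative HTS format, 1536 wells, 200 cells/uL seeded. Compounds: 23 nL, 24 h, 37 °C. Detection: luciferase reagent, luminescence at 12 min RT; decreased signal taken as cytotoxic.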
SW480 rereplic = induces DNA re-replication in SW480 colon adenocarcinoma cells | SW480 DNA re-replication, Hoechst DNA content imaging, 48 h | Potency, µM (doses to about 46.1 µM), for the others: at the highest dose re-replication activation, hits mostly activators | 1.8% of 340,000 active | AID 624297; also: potency is read from the fitted curve at half-maximal effect; % of control where 0% means no effect; nearly all actives have a fitted effect of over 55% in size
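SW480 cells exposed to compounds for 48 hr at 37 C, 5% CO2, then Hoechst-stained 40 min. Nuclear DNA content imaged by fluorescence scanning (405 nm excitation, 500-530 nm emission); re-replication scored as increased high-intensity nuclei.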
* = called active by the depositor; ? = inconclusive; nt = no result given; [ ] = dose if it differs, or a comment. Unless noted, calls follow the shape of the dose curve; as a rule, active = well fitted curve in the direction sought with a large enough effect; inconclusive = small, poorly fitted or top-dose-only effect, or another doubt; inactive = no such curve, though single readings can be large; an effect the other way counts as inactive or inconclusive.

Sample of the layout (9 entries):
SMILES	MCF10A rerep	IL-1B inflam inh	KB-3-1 tox	DRD3 agonist	HT1080 IDH1KD tx	KB-V1 MDR tox	HT1080NT lethal	HEK293 tox	SW480 rereplic
Cc1ccc(N2C(N)=NC(N)=NC23CCCC3)c(C)c1	7%	-1	-13%	3	-1%	?	0%	2%	-1%
COc1ccc(OCC(=O)NNC(=O)c2cccs2)cc1	-3%	5	15%	0	5%	22%	11%	-12%	-3%[9.22 µM]
CC1=NN(C(C#N)c2ccccc2C)C(c2ccccc2)C1 (stereo not drawn)	1%	0	5%	-10	9%	?	9%	-3%	5%
COc1ccc(CNC(=S)Nc2cccc(F)c2)cc1	?	-4	3%	0	6%	?	-2%	3%	1%
Cc1ccc(C(=O)OCC(=O)c2ccccc2)cc1	-2%	4	0%	-2	1%	-4%	6%	-3%	-5%
COCC(C)n1c(SCC(=O)NC(=O)NC2CCCC2)nc2ccccc2c1=O (stereo not drawn)	10%	-3	-14%	1	-17%	6%	-6%	-14%	-2%
O=C(NN1C(=O)C2C3C=CC(O3)C2C1=O)c1cccc(Br)c1 (stereo not drawn)	-2%	14	16%	2	10%	-3%	7%	4%	-13%
COc1ccc2cc(CNc3ccc(C)cc3)c(=O)n(CC(=O)Nc3cccc(Cl)c3C)c2c1	nt	nt	2%	3	nt	-27%	nt	4%	nt
COc1cc(NS(=O)(=O)c2ccc(F)cc2)c(C(=O)O)cc1OC	-4%	13	-1%	1	20%	14%	11%	-6%	-7%

The listing, from the first entry:
SMILES	MCF10A rerep	IL-1B inflam inh	KB-3-1 tox	DRD3 agonist	HT1080 IDH1KD tx	KB-V1 MDR tox	HT1080NT lethal	HEK293 tox	SW480 rereplic
Cc1ccc(N2C(N)=NC(N)=NC23CCCC3)c(C)c1	7%	-1	-13%	3	-1%	?	0%	2%	-1%
COc1ccc(OCC(=O)NNC(=O)c2cccs2)cc1	-3%	5	15%	0	5%	22%	11%	-12%	-3%[9.22 µM]
CC1=NN(C(C#N)c2ccccc2C)C(c2ccccc2)C1 (stereo not drawn)	1%	0	5%	-10	9%	?	9%	-3%	5%
COc1ccc(CNC(=S)Nc2cccc(F)c2)cc1	?	-4	3%	0	6%	?	-2%	3%	1%
Cc1ccc(C(=O)OCC(=O)c2ccccc2)cc1	-2%	4	0%	-2	1%	-4%	6%	-3%	-5%
COCC(C)n1c(SCC(=O)NC(=O)NC2CCCC2)nc2ccccc2c1=O (stereo not drawn)	10%	-3	-14%	1	-17%	6%	-6%	-14%	-2%
O=C(NN1C(=O)C2C3C=CC(O3)C2C1=O)c1cccc(Br)c1 (stereo not drawn)	-2%	14	16%	2	10%	-3%	7%	4%	-13%
COc1ccc2cc(CNc3ccc(C)cc3)c(=O)n(CC(=O)Nc3cccc(Cl)c3C)c2c1	nt	nt	2%	3	nt	-27%	nt	4%	nt
COc1cc(NS(=O)(=O)c2ccc(F)cc2)c(C(=O)O)cc1OC	-4%	13	-1%	1	20%	14%	11%	-6%	-7%
COc1ccc(-c2oc(=O)c3cc(OC)c(OC)cc3c2C#C[C@]2(O)CC[C@H]3[C@@H]4CCc5cc(OC)ccc5[C@H]4CC[C@@]32C)cc1	?	7	17%	15	5%	0%	2%	-7%	8%[9.22 µM]
Cc1cccc(NC(=O)CCC2CCN(Cc3nccs3)CC2)c1	-3%	7	-2%	-8	-2%	-7%	4%	-19%	-10%
COc1ccccc1NC(=O)C(C)NC(c1ccccc1)c1ccccc1 (stereo not drawn)	0%	3	-1%	1	1%	?	3%	-8%	0%
O=C(Nc1ccnn1C1CCN(Cc2ccc(CO)o2)CC1)c1ccccc1Cl	3%	-4	nt	-6	14%	nt	12%	-11%	2%
CC(=O)Oc1cc(C(=O)OCC(=O)NC23CC4CC(CC(C4)C2)C3)cc(OC(C)=O)c1OC(C)=O	-8%	124	?	12	?	-13%	-27%	-26%	-23%
CC(=O)c1ccccc1OCC(O)CN1CCN(c2ccccn2)CC1 (stereo not drawn)	-1%	3	-2%	15	24%	-2%	0%	-3%	?
CC(=O)c1c(C)n(-c2cccc(Cl)c2)c2ccc(O)cc12	20%	-10	-8%	-7	-10%	?	-17%	-26%	-3%
O=C(CS(=O)(=O)c1cccc2nsnc12)N1CCN(c2ccc(F)cc2)CC1	nt	nt	1%	0	nt	?	nt	-6%	nt
COc1ccccc1CNC(=O)C(=O)NCC1OCCCN1S(=O)(=O)c1cccs1 (stereo not drawn)	3%	-1	18%	-1	0%	-6%	3%	-5%	4%
CCC(=O)c1ccc(OC(=O)C2CCN(C3=NS(=O)(=O)c4ccccc43)CC2)cc1	5%	-20	10%	0	-1%	?	-3%	7%	-10%
COc1ccc(S(=O)(=O)N(C)C[C@@H]2Oc3ccc(NS(C)(=O)=O)cc3C(=O)N([C@@H](C)CO)C[C@H]2C)cc1	4%	5	-17%	5	2%	17%	-2%	19%	2%
O=C(NCc1ccc(Cl)cc1)C(=O)NCC(c1cccnc1)N1CCN(c2ccccc2)CC1 (stereo not drawn)	nt	nt	?	0	nt	0%	nt	2%	nt
Cc1cc(C)n(-c2ccc3nnc(C)n3n2)n1	-1%	9	?	-8	8%	?	1%	5%	-13%
CC(C)(C)C(=O)Nc1ccnn1C1CCN(C(=O)c2ccc(Cl)cc2F)CC1	1%	13	-10%	-6	-11%	-6%	0%	-2%	-5%
Cc1[nH]c2ccccc2c1/C=C/c1cc[n+](C)cc1	-4%	9	10µM*	-21	-7%	-1%	-23%	16%	6%
C/C(=N\NC(=O)COc1ccc([N+](=O)[O-])cc1)c1ccco1	2%	-3	1%	0	13%	13%	7%	-1%	-6%

(list continues)
SMILES	MCF10A rerep	IL-1B inflam inh	KB-3-1 tox	DRD3 agonist	HT1080 IDH1KD tx	KB-V1 MDR tox	HT1080NT lethal	HEK293 tox	SW480 rereplic
CC(C)(C)NS(=O)(=O)c1ccc(C(=O)Nc2ccc3c(c2)OCO3)cc1	?	1	2%	0	?	-11%	?	-16%	?
COc1ccc(N(CC(=O)Nc2ccc(Cc3ccncc3)cc2)S(=O)(=O)c2ccccc2)cc1	?	-8	?	-12	0%	?	-6%	19%	3%
COc1ccc(NC(=O)CSc2nnc(CNc3ccc(C)cc3)n2C)cc1	3%	7	0%	11	-9%	?	-1%	-3%	5%
CCOC(=O)n1cnc2nc(N)nc(SC)c21	7%	6	22%	-8	-4%	0%	0%	-2%	-8%
Cc1coc2c(C)c3oc(=O)c(CCC(=O)NCc4ccccn4)c(C)c3cc12	4%	-20	0%	-41	6%	13%	7%	-1%	?
O=C(Nc1ccc2nc(-c3ccco3)c(-c3ccco3)nc2c1)N1CCN(c2ccccn2)CC1	?	-57*	1%	3	-19%	?	1%	0%	?
Clc1ccc(C2=NOC(c3nnc(-c4ccccc4)o3)C2)cc1 (stereo not drawn)	5%	-2	10%	16	12%	23%	21%	11%	-9%
CSC1=N/C(=C\c2c(F)cccc2Cl)C(=O)S1	14%	0	4%	-8	-3%	5%	-4%	-3%	4%
O=C(/C=C1\NC2(CCCC2)Cc2ccccc21)C(=O)N/N=C/c1ccc(O)c(O)c1	?	?	?	-8	?	?	?	?	?
COc1ccc(OC(=O)COc2cc(C)ccc2C)cc1	?	-2	0%	9	-18%	0%	-25%	-11%	7%[1.84 µM]
CCOC(=O)CCc1c(C)c2ccc(OC3CCCCC3=O)c(C)c2oc1=O (stereo not drawn)	-8%	0	1%	4	6%	14%	-4%	-3%	-7%
Cc1oc(-c2ccccc2)cc1C(=O)Nc1cccc2ccccc12	?	-66*	?	2	-1%	?	-15%	-18%	?
O=C(Nc1ccc(F)cc1)C(c1ccccc1)N1CCN(CC(=O)N2CCCC2)CC1 (stereo not drawn)	1%	0	0%	-1	2%	-9%	9%	-8%	-20%
Cc1ccc(NCCC#N)cc1C	-6%	5	-3%	6	1%	-5%	-5%	15%	2%
O=c1[nH]snc1-c1c(Cl)cccc1Cl	-13%	16	0%	-10	6%	16%	0%	1%	-13%
CCc1ccc(-c2nn(Cc3ccccc3)cc2C(=O)NCC2CCCO2)cc1 (stereo not drawn)	7%	0	-6%	0	3%	-9%	5%	-5%	-9%
CCOc1cc2sc(N3CCC(C(=O)Nc4cc(C)cc(C)c4)CC3)nc2cc1Br	nt	nt	4%	0	nt	9%	nt	-1%	nt
CC(C)CCn1c(SCC(=O)Nc2ccccc2C(F)(F)F)nc2nccnc2c1=O	6%	16	6%	3	12%	-21%	5%	-6%	-8%
Cc1cccc(N2CCN(C(=O)Cc3ccc(-n4c(=O)[nH]c5ccsc5c4=O)cc3)CC2)c1C	?	-7	-22%	6	8%	15µM*	9%	16%	-3%
CSc1nc2ccc(NS(=O)(=O)c3ccc4c(c3)OCCO4)cc2s1	1%	34	0%	8	-10%	-24%	-3%	-11%	-4%
O=C(CSc1ncnc2c1oc1ccccc12)Nc1nc2ccccc2s1	?	84	-22%	9	?	2%	?	?	1%
COc1ccccc1CNC(=O)C(=O)NCC(c1cccs1)S(=O)(=O)c1ccccc1 (stereo not drawn)	nt	nt	-9%	-17	nt	-7%	nt	10%	nt
COc1ccc(N2CCN(S(=O)(=O)c3cccc4cccnc34)CC2)cc1	21%	10	6%	-6	-2%	18%	0%	-26%	0%
O=C(CCc1nc(-c2ccc(Cl)cc2)no1)NCC1CCCO1 (stereo not drawn)	1%	28	-5%	4	-5%	2%	3%	-4%	-6%
S=c1nc(-c2ccccc2)n(CCCn2ccnc2)c2c1CCCC2	-8%	-1	-7%	-7	2%	?	-4%	-7%	-1%

Screens as filed in PubChem BioAssay.
